GLS inh – glutaminase GLS (human) inhibition; 0.21% of 410,000 active; GLS enzymatic activity, qHTS titration; O94925; AID 624170; Potency, µM (highest dose often 45.5 µM), without a hit: top-dose activity change, negative = inhibition, usual class: inhibitors; note: potency is the fitted concentration of half-maximal effect; % is set by controls: 0 for no effect and ±100 for the full control effect
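Compounds were pin-transferred onto hKGA, after which L-glutamine (1 mM solution) and a detection mix of glutamate oxidase, HRP and Amplex Red were added. Initial and 30 min RT fluorescence reads were collected.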
HP1b chromo inh – HP1-beta chromodomain-methylated histone interaction inhibition; AlphaScreen HP1-beta / biotin-H3K9me3 peptide binding; Potency, µM (top dose mostly 114 µM), inactives show top-dose activity change, negative = inhibition, actives largely listed as inhibitors; 0.56% of 390,000 active; note: potency is the fitted concentration of half-maximal effect; nearly all actives have a fitted effect of over 70% in size; inactives centre near 23
Target sequence (P83916 whole entry, looked up): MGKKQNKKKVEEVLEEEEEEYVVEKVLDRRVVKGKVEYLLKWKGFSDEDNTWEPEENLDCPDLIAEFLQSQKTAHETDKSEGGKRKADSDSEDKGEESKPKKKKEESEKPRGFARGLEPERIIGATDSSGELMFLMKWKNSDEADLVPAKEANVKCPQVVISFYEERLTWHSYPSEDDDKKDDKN
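AlphaScreen: HP1-beta (50 nM) preformed 30 min with biotin-H3(1-18)K9me3 peptide (50 nM) in PBS pH 7.4, 0.01% Tween-20. Compound added for 30 min at RT, then streptavidin donor/nickel chelate acceptor beads (10 ug/mL) for 30 min.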
JMJD2A Tudor – blocks the human JMJD2A Tudor domain. 4.4% of 390,000 active. AlphaScreen JMJD2A-Tudor / H3K4me3 peptide binding. Potency, µM (highest dose often 114 µM), inactives show top-dose activity change, negative = inhibition, actives largely listed as inhibitors; note: potency is the fitted concentration of half-maximal effect; % is set by controls: 0 for no effect and ±100 for the full control effect; nearly all actives have a fitted effect of over 50% in size
Tb PGK inh – T. brucei PGK inhibition | P07378 | PGK/GAPDH coupled, Kinase-Glo luminescence, 60 min | Potency, µM (series often up to 57.5 µM), for the others: top-dose activity change, negative = inhibition, usual class: inhibitors | 0.043% of 380,000 active | AID 602233; note: potency is the fitted concentration of half-maximal effect; % is set by controls: 0 for no effect and ±100 for the full control effect; nearly all actives have a fitted effect of over 60% in size
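Luminescent ATP detection (Kinase-Glo Plus) follows a 60-minute room-temperature incubation, with wells lacking PGK as controls. Buffer: 100 mM TEA (pH 7.6), 5 mM MgCl2, 0.01% Tween-20. Coupling enzyme GAPDH (100 nM final) supplies unstable 1,3-BPG in-well.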
PI4K2A block – blocks human PI4K2A kinase activity. Q9BTU6. purified PI4K2A, ADP-Glo luminescence, 1 h; active compounds read low. activity change, negative = inhibition, % at 76.9 µM. 0.13% of 420,000 active; in the data active = activity change below about -50%; inconclusive = mostly about -30% to -49%;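 note: -100% = wells without enzyme as full effect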
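In this quantitative HTS, ADP production by PI4K2A was quantified luminescently after 1 h at ambient temperature; 100 microM adenosine served as plate-quality control.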
BAZ2B block – inhibitors of human BAZ2B bromodomain; Q9UIF8; Potency, µM (series often up to 114 µM), for the others: top-dose activity change, negative = inhibition, actives largely listed as inhibitors; AlphaScreen BAZ2B-H3K14Ac peptide displacement; 4.4% of 360,000 active; note: potency is the fitted concentration of half-maximal effect; % is set by controls: 0 for no effect and ±100 for the full control effect; nearly all actives have a fitted effect of over 60% in size
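Inhibition is scored as reduced AlphaScreen emission. The BAZ2B/b-H3(5-23)K14Ac complex (50 nM each) in PBS pH 7.4, 0.01% Tween-20 meets compound (up to 110 uM) for 30 min at RT before bead addition.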
G9a block – blocks human histone lysine methyltransferase G9a; AID 504332; 8.8% of 350,000 active; G9a H3K9 monomethylation, AlphaScreen, 2 h; Potency, µM (series often up to 102 µM), for inactives: at the top dose activity, negative = inhibition, usual class: inhibitors; Q96KQ7; note: potency is the fitted concentration of half-maximal effect; % is set by controls: 0 for no effect and ±100 for the full control effect; nearly all actives have a fitted effect of over 75% in size
Target sequence (Q96KQ7 913-1193 limits assumed): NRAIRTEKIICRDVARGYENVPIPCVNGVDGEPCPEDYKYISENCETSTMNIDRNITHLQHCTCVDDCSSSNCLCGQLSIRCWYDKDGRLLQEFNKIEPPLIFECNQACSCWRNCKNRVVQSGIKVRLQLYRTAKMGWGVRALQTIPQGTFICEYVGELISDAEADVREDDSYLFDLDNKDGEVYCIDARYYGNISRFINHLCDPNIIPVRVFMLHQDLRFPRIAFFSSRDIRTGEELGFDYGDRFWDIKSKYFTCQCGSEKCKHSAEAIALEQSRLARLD
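Enzyme 20 nM + cpd, 15 min RT; add b-H3K9 pep 500 nM / SAM 20 uM; 2 h RT; anti-H3K9me1 Ab 0.5 ug/mL + SA donor / anti-rabbit acceptor beads 20 ug/mL each, 10 min; AlphaScreen read.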
ERG Ets-DNA blk – inhibitors of human ERG Ets domain-DNA interaction; AID 624246; fluorescence polarization, His-ERG Ets domain / labelled DNA; Potency, µM (top dose mostly 76.9 µM), without a hit: at the highest dose FP activity, negative = inhibition, hits mostly inhibitors; P11308; 0.028% of 370,000 active; active = well fitted inhibition curve with a large enough effect in the polarisation, with a control signal flat; inconclusive = small, poorly fitted or top-dose-only effect, or effect the other way, or a change in a side signal; inactive = no such curve, though single readings can be large or run the other way; the % refers to the polarisation;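 note: polarization taken with two DNA probes labelled with fluorescein and Texas red; potency is the fitted concentration of half-maximal effect; % of control where 0% means no effect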
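His-tagged ERG Ets domain (1 uM in the protein solution; 300mM KCl, 50mM Tris-HCl, 1mM EDTA, 1mM DTT, pH 7.5) received compound, then a probe mix of 5 nM fluorescein-DNA and 100nM Texas-615-DNA. Fluorescence polarization was read for both dyes.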
Pin1 inhibitor – human Pin1 inhibition. Pin1 FP peptide displacement, HiFluor488, 10 min. Potency, µM (highest dose often 115 µM), for the others: top-dose activity, negative = inhibition, most hits filed as inhibitors. 0.009% of 390,000 active. AID 504891; active = well fitted inhibition curve with a large enough effect in the polarisation, with a control signal flat, not every such curve was filed as active; inconclusive = small, poorly fitted or top-dose-only effect, or effect the other way, or a change in a side signal; inactive = no such curve, though single readings can be large or run the other way; the % refers to the polarisation; note: potency is the fitted concentration of half-maximal effect; % is set by controls: 0 for no effect and ±100 for the full control effect
Target sequence (Q13526 whole entry, looked up): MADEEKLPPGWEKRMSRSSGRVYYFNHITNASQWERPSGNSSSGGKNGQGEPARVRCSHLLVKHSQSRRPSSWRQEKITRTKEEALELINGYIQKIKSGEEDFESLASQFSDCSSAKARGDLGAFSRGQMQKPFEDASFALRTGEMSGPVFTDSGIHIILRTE
Starred values were filed as active, the others as inactive; i = inactive; ? = inconclusive; · = not tested or not shown; & = joins results of further samples; [ ] = dose if it differs, or a comment. Unless noted, calls come from the whole dose curve; as a rule, active = well fitted curve in the direction sought with a large enough effect; inconclusive = small, poorly fitted or top-dose-only effect, or another doubt; inactive = no such curve, though single readings can be large; an effect the other way counts as inactive or inconclusive. Outcome played no part in choosing rows. About 11% of those tested had a hit in this group.

SMILES	GLS inh	HP1b chromo inh	JMJD2A Tudor	Tb PGK inh	PI4K2A block	BAZ2B block	G9a block	ERG Ets-DNA blk	Pin1 inhibitor
Cc1c(C(=O)N2CCCCCC2)c(S(=O)(=O)NCc2ccccc2Cl)c(C)n1C	14%	15%	-32%	0%	-2	?	-11%[59 µM]	13%	4%
Cc1ccc(-c2[nH]nc3c2C(c2ccccc2OC(=O)N2CCOCC2)C(C#N)=C(N)O3)cc1 (centres undefined)	4%	34%	-28%	-4%	2	-6%	-24%[59 µM]	4%	2%
CCN(CC)S(=O)(=O)c1ccc2c(c1)nc(CCC(=O)OCC(=O)N1CCc3ccccc31)n2C	-8%	15%	-5%[11.4 µM]	i	-3	1%	36%[activator][59 µM]	-9%	-2%
CCn1cc(C(=O)N(C)Cc2ccccc2)c(=O)c2cc(S(=O)(=O)N3CCCCCC3)ccc21	3%	19%	-18%	-9%	-4	·	10%[59 µM]	3%	-2%
CC(NC(=O)CN1CCC(C(N)=O)CC1)c1ccccc1 (centres undefined)	11%	43%[activator]	3%	6%	3	0%	-4%	0%	-8%
CCOc1ccc2nc(SCC(=O)NC3CCCCC3)[nH]c2c1	-2%	19%	-8%	2%	5	1%	6%	-10%	2%
COc1ccc(NC(=O)Cn2nnc(-c3ccccc3NC(=O)C3CC3)n2)cc1	5%	19%	-11%	5%	-3	10%	8%	-3%	5%
Cc1cccc(NC(=O)Cn2cnc3c(oc4ccccc43)c2=O)c1C	5%	4%	?	i	3	-28%	?	0%	17%
COc1ccc(S(=O)(=O)Nc2ccc3c(c2)C(=O)N([C@H](C)CO)C[C@H](C)[C@@H](CN(C)C(=O)Nc2ccc4c(c2)OCO4)O3)cc1	10%	5%	-24%	-3%	1	·	·	-9%	-4%
Cc1cc(C)c(C#N)c(SCC(=O)NC2CC2)n1	-2%	16%	-22%	-6%	4	15%	5%[12.7 µM]	-11%	-15%
Cc1cccn2c(=O)cc(CSc3nnc(NC(=O)c4ccc(F)cc4)s3)nc12	7%	22%[57 µM]	12%	-2%	-1	7%	0%[59 µM]	-7%	2%
CC1C/C(=N/Nc2ccc([N+](=O)[O-])cc2[N+](=O)[O-])CC(C)(C)C1 (centres undefined)	-12%	8.9µM*	5.6µM*	i	6	10µM*	10µM*	1%	-2%
O=C(Nc1nc(-c2ccco2)c(-c2ccco2)s1)c1c(F)cccc1Cl	9%	?	50µM*	i	-14	40µM*	?	-3%	19%
CC(C)c1onc(C(=O)Nc2cccc(O)c2)c1[N+](=O)[O-]	22%	20%	-12%	-1%	-3	-4%	2%	0%	-1%
CCc1ccc(/C=C2\SC(=S)N(CCCC(=O)Nc3ccc(C(=O)O)cc3)C2=O)cc1	3%	?	50µM*	i	-3	35µM*	-3%	17%	·
CCc1cc(CNC(=O)CC2C(=O)NCCN2Cc2cccc(OC)c2)on1 (centres undefined)	2%	33%	-2%	3%	3	-14%	56µM*	-2%	-10%
Cc1cc2c(=O)n(C)c(SCC(=O)Nc3cccc(F)c3)nc2s1	2%	-15%	-14%	-2%	-7	6%	10%	1%	-2%
CC(=O)n1nc(-c2ccccc2)cc1-c1ccccc1	-18%	145%[activator]	111%[activator]	-4%	3	·	·	-14%	0%
C/C(=C\C(=O)c1ccc(Br)cc1)NCc1ccc(C)cc1	6%	111%[activator]	15%	6%	-7	72%[activator]	122%[activator]	0%	-8%
CC1=C(C(=O)OCC(C)C)C23C(=O)c4ccccc4C2(O1)OC(N)=C3C#N (centres undefined)	2%	8%	-28%	·	6	-6%	19%	-3%	?
COCc1c(C(=O)N2CCN(Cc3nc4ccccc4s3)CC2)oc2ccccc12	8%	-23%	-18%	-4%	-3	?	?	7%	-2%
Cc1ccnc(NC(=O)CCCOc2ccccc2)c1	-13%	44%[activator]	-8%	-8%	-4	-19%	35%	-12%	-4%
CC(=O)NC12CC3CC(C1)CC(C(=O)OCC(=O)Nc1ncc(Cl)c(C)c1Cl)(C3)C2	-2%	4%	?	-1%	-4	?	?	3%	?
COc1ccc(NC(=O)c2sc3nc4c(cc3c2N)CN(Cc2ccccc2)CC4)cc1	-3%	23%	-12%	i	-4	-8%	-44%[59 µM]	3%	-15%
COc1cc(OC)c(NC(=O)Cc2ccc(-n3c(C)nc4cccnc43)cc2)cc1Cl	-8%	5%	-23%	7%	0	?	-26%[59 µM]	1%	5%
CC(C)C(=O)Nc1nnc(S(=O)(=O)N2CCCCCC2)s1	-10%&0%	30%&0%	?	i	-6&1	9%&-20%	-34%[59 µM]	-13%&-5%	0%&-3%
CC1CCC(=NNS(=O)(=O)c2ccc([N+](=O)[O-])cc2)CC1 (centres undefined)	-11%	0%	-15%	-2%	-5	·	·	-5%	-5%
O=C(O)c1cnn2cc(-c3[nH]ncc3[N+](=O)[O-])cnc12	1%	4%	22µM*	-4%	2	?	?	1%	0%
CCOc1cc(C(=O)Oc2cc(C)[nH]c(=O)c2[N+](=O)[O-])cc(OCC)c1OCC	-1%	55%[activator]	23%	-7%	-1	-21%	29%	1%	2%
COc1ccc(OCC(=O)Nc2ccc(S(=O)(=O)N3CCCCC3)cc2)cc1	-4%	21%	-29%	-5%	-2	-12%	-18%	8%	3%
CCCN1C(=O)CC(Sc2ncccc2C(=O)O)C1=O (centres undefined)	-3%	28%	-12%	i	4	0%	-4%	9%	-1%
COC(=O)C1C(O)CCC2CN3CCc4c([nH]c5ccccc45)C3CC21 (centres undefined)	-3%	7%	-31%	-2%	1	?	?	8%	?
CCCN(CCC)S(=O)(=O)c1cccc(-c2csc(C)n2)c1	2%	70%[activator]	76%[activator]	-6%	-1	43%[activator]	277%[activator]	-10%	-7%
O=c1[nH]c2cc(C(F)(F)F)ccc2n1-c1cc(C(F)(F)F)ccc1O	13%	20%	-35%	1%	3&-3	5%	?	5%	?
Nc1nonc1-n1nnc(C(=O)N/N=C/c2ccco2)c1-c1ccccc1	10%	61%[activator]	-6%	-2%	-3	1%	-16%	32%[activator]	4%
N#Cc1cc(-c2ccccc2)oc1/N=C/c1ccccc1O	8%	-32%	79µM*	-1%	1	7%	?	7%	-7%
CCN(CC)C(=O)c1[nH]cnc1C(=O)Nc1ccc(Cl)cc1	2%	37%	-33%	i	-4	50µM*	-3%[0.501 µM]	2%	-1%
COc1ccc(C2C=C(c3ccc(Cl)cc3)Nc3nc(NC(=O)CCC(=O)O)nn32)cc1 (centres undefined)	-26%	58%[activator]	1%	8%	-1	0%	-32%[59 µM]	2%	-1%

Part of the list above, with bars between the fields:
smiles | GLS inh | HP1b chromo inh | JMJD2A Tudor | Tb PGK inh | PI4K2A block | BAZ2B block | G9a block | ERG Ets-DNA blk | Pin1 inhibitor
CCOc1cc(C(=O)Oc2cc(C)[nH]c(=O)c2[N+](=O)[O-])cc(OCC)c1OCC | -1% | 55%[activator] | 23% | -7% | -1 | -21% | 29% | 1% | 2%
COc1ccc(OCC(=O)Nc2ccc(S(=O)(=O)N3CCCCC3)cc2)cc1 | -4% | 21% | -29% | -5% | -2 | -12% | -18% | 8% | 3%

Quoted from the listing for reference:
SMILES	GLS inh	HP1b chromo inh	JMJD2A Tudor	Tb PGK inh	PI4K2A block	BAZ2B block	G9a block	ERG Ets-DNA blk	Pin1 inhibitor
N#Cc1cc(-c2ccccc2)oc1/N=C/c1ccccc1O	8%	-32%	79µM*	-1%	1	7%	?	7%	-7%
CCN(CC)C(=O)c1[nH]cnc1C(=O)Nc1ccc(Cl)cc1	2%	37%	-33%	i	-4	50µM*	-3%[0.501 µM]	2%	-1%
COc1ccc(C2C=C(c3ccc(Cl)cc3)Nc3nc(NC(=O)CCC(=O)O)nn32)cc1 (centres undefined)	-26%	58%[activator]	1%	8%	-1	0%	-32%[59 µM]	2%	-1%

Copied from the list.
Under BAZ2B block, Cc1ccc(-c2[nH]nc3c2C(c2ccccc2OC(=O)N2CCOCC2)C(C#N)=C(N)O3)cc1 (centres undefined) reads -6%
Under Pin1 inhibitor, Cc1cc(C)c(C#N)c(SCC(=O)NC2CC2)n1 reads -15%
Under GLS inh, COc1ccc(C2C=C(c3ccc(Cl)cc3)Nc3nc(NC(=O)CCC(=O)O)nn32)cc1 (centres undefined) reads -26%

Screening results (PubChem)
